T cell modulator = T cell immune modulation candidate; calls only at 7 µM; 2C CD8+ T cell-vesicle binding, flow cytometry; hits give low values; hit rate 0.068% among 330,000;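 active = response, share of CD8 T cells binding vesicles, and their 90th percentile fluorescence all below set limits, cut at about 80% in these data, passing the limit was not always enough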
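Also added: QL9-peptide-loaded Drosophila micro-vesicles bearing Ld, ICAM-1 and B7-1; Test system: purified 2C TCR transgenic mouse naive CD8+ T cells; Measured by: cytometric PE anti-B7-1 and Alexa647 anti-CD8 signals after 1% paraformaldehyde fixation; Timing: binding step 1.5 h, 37 °C, antibody labelling 20 min, ice.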
Myeloid diff MLP = compounds promoting myeloid differentiation; ER-HoxA9 myeloid progenitors, lysozyme-GFP differentiation, flow cytometry; calls only at 10 µM; hit rate 1% among 360,000;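 active = normalized GFP-positive differentiation at or above the plate's own cutoff, the solvent-only control mean plus 3 SD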;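 also: cells exposed to compound for four days before flow analysis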
Hep lipid drop = modulators of hepatic lipid droplet formation; AML12 mouse hepatocytes, oleate lipid droplets, BODIPY imaging; inhibition, % at 6.5 µM; hit rate 0.4% among 240,000; AID 1656;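 active = lipid droplet intensity inhibited by at least 50%, with more than 500 cells counted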
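material = mouse AML12 hepatocyte cell line, fixed after treatment | also added = 100 µM oleic acid challenge | doses = compound at 6.5 µM only | schedule = overnight exposure | technique = Image-based BODIPY and DAPI two-channel analysis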
WT yeast gro inh = growth inhibition of WT yeast, mitochondrial fusion screen; inhibition, % at 10 µM; mitochondrial fusion phenotypic screen, WT strain; hit rate 2.1% among 190,000; in the data active = inhibition above about 58%; tested in S. cerevisiae
MT stabilize HCS = microtubule stabilizers in HeLa cells; HeLa tubulin immunostaining HCS, 24 h; share of cells brighter than vehicle mean+2SD; % tubulin-high responders, % at 10 µM; hit rate 0.83% among 200,000;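 active = plate Z-score above 3 for both tubulin-high and condensed-nucleus cell shares, with cell loss under 80%, at 10 µM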;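 also: anti alpha tubulin signal scored within the nucleus-defined area of each cell; some results filed as inactive read as strong as hits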
West Nile antiviral = West Nile virus antiviral activity, cell-based, CPE readout (AID 1621); hit rate 0.02% among 290,000; CPE inhibition, % at 10 µM; hits with a dose series show IC50 in µM; West Nile virus-infected cells, CPE inhibition; higher % means a stronger effect; in the data active = a potency from the dose series; also: strong numbers were not always called active
Insulin prom up = MIN6 insulin promoter up-regulation | MIN6 insulin promoter-GFP reporter, high-content imaging; hits give high values | z-score at 5 µM | hit rate 0.3% among 190,000 | AID 1625;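 active = z-score above 3 at 5 µM with at least 500 cells counted in the well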
Autophagy mod = alters autophagy in cells. MEF GFP-LC3 puncta imaging; test concentration mostly 10 µM. calls only at 10 µM (by protocol). hit rate 0.98% among 190,000. AID 463193;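 active = percentage of spot-positive cells more than 3 SD above its plate mean, without a fluorescence outlier flag or 80% toxicity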;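 also: spot-positive cell cutoff set from DMSO-treated cells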
b-catenin transl = modulators of beta-catenin nuclear translocation. HeLa beta-catenin nuclear translocation, immunofluorescence imaging. nuclear translocation activity, % at 5 µM. hit rate 0.3% among 190,000. AID 1665;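 active = nuclear translocation activity above 50% at 5 µM, with a well cell count of 50 or more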;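 also: per-cell ratio of nuclear to cytoplasmic median beta-catenin stain intensity; plate controls were DMSO negative control for no effect and GSK-3 inhibitor IX positive control for full effect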
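System: HeLa cells, endogenous beta-catenin; compound dosing: 5 µM primary single dose, 0.1% DMSO, 0.02–20 µM confirmation series; incubation: 24 h compound exposure at 37°C, 5% CO2; signal: beta-catenin immunofluorescence imaging with DAPI; evaluation: % activation, nuclear-to-cytoplasmic median beta-catenin signal ratio per cell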
WT yeast gro inh mutant strain = further read-out of WT yeast gro inh, marked with its call; inhibition, %; mitochondrial fusion phenotypic screen, mutant strain inhibition
Insulin prom up cell count = also measured in Insulin prom up; calls as there; cell count; measured here: cytotoxicity, nuclei count;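 total cells summed across four imaged fields per well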
Hep lipid drop cells 6.5 µM = further read-out of Hep lipid drop, marked with its call; cell count; measured here: cell count, cytotoxicity flag;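 cells counted across two imaged fields per well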
b-catenin transl cell count 5 µM = second read-out of b-catenin transl, no call of its own (marks repeat the call); cell count; measured here: cell count, cytotoxicity flag
T cell modulator vesicle-bound % = second read-out of T cell modulator, no call of its own (marks repeat the call); double positive events, %; measured here: CD8+ vesicle-bound cell fraction;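 binding gate set so that unloaded-vesicle control wells show 10% double positive cells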
MT stabilize HCS Hoechst-high % = second read-out of MT stabilize HCS, no call of its own (marks repeat the call); % Hoechst-high responders; measured here: nuclear condensation Hoechst responders;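 share of cells brighter than vehicle mean plus two SD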
MT stabilize HCS cytotoxicity % = also measured in MT stabilize HCS; calls as there; toxicity, %; measured here: cytotoxicity by cell density;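 0% = mean cell density of plate MIN control wells and 100% = no cells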
Autophagy mod cell loss 18 h = second read-out of Autophagy mod, no call of its own (marks repeat the call); toxicity, %; measured here: cell loss, nuclei count;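 cell loss after 18 h compound exposure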
Myeloid diff MLP GFP+ MAC1+ % = further read-out of Myeloid diff MLP, marked with its call; GFP+ MAC1+ double positive, %; measured here: differentiation confirmed by MAC1 staining
* marks the source's active call; other numbers are inactive results; i = inactive; · = no result given.

SMILES | T cell modulator | T cell modulator vesicle-bound % | Myeloid diff MLP | Myeloid diff MLP GFP+ MAC1+ % | Hep lipid drop | Hep lipid drop cells 6.5 µM | WT yeast gro inh | WT yeast gro inh mutant strain | MT stabilize HCS | MT stabilize HCS Hoechst-high % | MT stabilize HCS cytotoxicity % | West Nile antiviral | Insulin prom up | Insulin prom up cell count | Autophagy mod | Autophagy mod cell loss 18 h | b-catenin transl | b-catenin transl cell count 5 µM
CC(=O)Nc1ccc(NC(=O)C(NS(=O)(=O)c2cccc3nsnc23)C(C)C)cc1 (stereo not drawn) | i | 29.1 | i | 7.5 | -3.7 | 793 | · | · | · | · | · | 0.5% | · | · | · | · | · | ·
O=C(N=C1N=C2C=CC=CN2Cc2ccccc21)c1ccc(S(=O)(=O)N2CCOCC2)cc1 | i | 27.7 | i | 0.4 | -12.6 | 683 | -14.0 | 6.4 | 3.6 | 2.5 | 4.3 | 0.5% | -1.29 | 1572 | i | 0.3 | -2.6 | 1045
O=C(Cc1ccccc1[N+](=O)[O-])Nc1ccccc1C(=O)N1CCCC1 | i | 30.7 | i | 0.1 | -9.6 | 718 | -1.6 | 7.6 | 1.2 | 1.1 | 0.6 | 0.3% | -0.2 | 1398 | i | 11.3 | 0.8 | 975
O=[N+]([O-])c1ccc(N2CCOCC2)cc1NC(c1ccccc1)c1ccccc1 | i | 3.4 | i | 0.4 | 2.2 | 632 | 32.7 | 14.7 | 3.9 | 1.9 | 5.4 | -0.8% | -1.09 | 500 | i | 12.8 | 0.6 | 525
Cc1ccc(C)c(NC(=O)C(OC(=O)c2ccc(C)s2)c2ccccc2)c1 (stereo not drawn) | i | 43.1 | i | 2.2 | 1.1 | 688 | 24.0 | 18.6 | 8.8 | 1.6 | 8.4 | -0.9% | 0.61 | 1445 | i | 5.3 | -1.7 | 1105
O=C(O)C1C2CCC(O2)C1C(=O)Nc1cccc(F)c1 (stereo not drawn) | i | 39.4 | · | · | · | · | 11.8 | -0.7 | 3.7 | 2.6 | 2.3 | 0.1% | 1.54 | 1494 | i | -3.5 | -1.5 | 649
CCOC(=O)/C(C#N)=C/Nc1ccccc1NS(=O)(=O)c1ccc(C)c(C)c1 | i | 14.3 | i | 0.8 | -3.7 | 686 | · | · | · | · | · | -0.3% | -0.28 | 1455 | · | · | -1.8 | 1139
CCOC(=O)[C@@H]1[C@H]2COc3ccc(Br)cc3[C@H]2N2C(=O)N(c3ccc(F)cc3)C(=O)[C@@]12C | i | 49.9 | i | 0.9 | -16.0 | 819 | · | · | · | · | · | -0.8% | · | · | · | · | · | ·
O=C(Nc1c[nH]c2c(Cl)cccc2c1=O)N1CCN(c2ccccn2)CC1 | i | 44.9 | i | 0.6 | 1.0 | 817 | · | · | · | · | · | -0.1% | · | · | · | · | · | ·
CCCn1c(=O)n(C)c(=O)c2c(SCC(=O)NCc3ccco3)nc(C3CC3)nc21 | i | 41.2 | i | 1.1 | 0.1 | 756 | -8.0 | -9.9 | 1.6 | 1.0 | 6.3 | 0.2% | -0.6 | 847 | i | -1.9 | · | ·
Cc1ccc[n+](CC(=O)Nc2ccc([N+](=O)[O-])cc2Cl)c1 | i | 54.9 | i | 0.6 | 4.5 | 691 | 7.7 | 1.8 | 0.7 | 1.3 | 9.0 | -0.4% | 0.69 | 1745 | i | 2.0 | 2.2 | 974
CC1(C)NC(=O)N(CC(O)CN(c2ccccc2)S(=O)(=O)c2ccc([N+](=O)[O-])cc2)C1=O (stereo not drawn) | i | 58.4 | i | 1.2 | -0.1 | 807 | · | · | · | · | · | -0.9% | · | · | · | · | · | ·
Cc1ccc(Nc2nnc(SCC(=O)Nc3ncc(S(=O)(=O)c4ccc([N+](=O)[O-])cc4)s3)s2)cc1 | i | 39.8 | i | 0.4 | -10.2 | 411 | -9.9 | -14.3 | 3.5 | 3.2 | 7.0 | 0.4% | -0.19 | 1208 | i | -14.2 | · | ·
CCOC(=O)c1sc(NC(=O)CCN2C(=O)c3ccccc3C2=O)c(C(=O)OCC)c1C | i | 24.9 | i | 0.3 | -1.8 | 561 | 16.1 | 5.8 | 2.2 | 2.6 | 7.8 | 1.1% | -0.93 | 2011 | i | 7.0 | 1.0 | 963
COC(=O)c1[nH]c2ccc(C)cc2c1NC(=O)NC1CCCCC1 | i | 33.1 | i | 1.6 | -17.7 | 712 | -8.6 | -5.0 | 1.3 | 1.9 | 10.1 | -0.1% | -0.7 | 879 | i | 0.8 | -2.2 | 1201
OCCC1CN(Cc2cccnc2)CCN1CCc1ccccc1 (stereo not drawn) | i | 34.4 | i | 0.3 | -4.3 | 705 | 10.2 | -0.7 | 4.0 | 1.2 | 6.3 | -0.6% | 0.31 | 1430 | i | -20.4 | 6.0 | 907
COc1ccc2nc(NC(=O)C(NS(=O)(=O)c3cccs3)C(C)C)sc2c1 (stereo not drawn) | i | 52.3 | i | 0.2 | -22.6 | 663 | 5.6 | 2.4 | 2.7 | 0.1 | 32.3 | -0.7% | -0.09 | 1617 | i | -2.1 | -1.1 | 1024
COc1ccccc1N1CCN(C(=O)C(=O)c2c(C)n(C)c3ccccc23)CC1 | i | 7.8 | i | 2.0 | -18.3 | 676 | · | · | · | · | · | -0.1% | · | · | · | · | · | ·
COc1ccc(S(=O)(=O)n2ccc(C)n2)cc1C | i | 17.6 | i | 5.6 | -10.0 | 770 | 16.3 | 20.7 | 1.0 | 1.3 | 8.2 | 0.2% | -0.6 | 952 | i | 5.0 | 0.2 | 1241
COC(=O)C1=C(C(=O)OC)SC(=C2C(=S)C(C)(C)N(C(=O)C3CC3)c3ccccc32)S1 | i | 3.4 | i | 1.6 | 31.7 | 825 | 44.4 | 7.9 | 1.5 | 2.2 | 6.8 | -0.1% | -0.72 | 911 | i | -1.8 | -0.3 | 1241

Three compounds from above, ordered by the number in T cell modulator vesicle-bound %, falling.
canonical_smiles,T cell modulator,T cell modulator vesicle-bound %,Myeloid diff MLP GFP+ MAC1+ %,WT yeast gro inh mutant strain,MT stabilize HCS Hoechst-high %,West Nile antiviral
CCOC(=O)c1sc(NC(=O)CCN2C(=O)c3ccccc3C2=O)c(C(=O)OCC)c1C,i,24.9,0.3,5.8,2.6,1.1%
COc1ccc(S(=O)(=O)n2ccc(C)n2)cc1C,i,17.6,5.6,20.7,1.3,0.2%
COC(=O)C1=C(C(=O)OC)SC(=C2C(=S)C(C)(C)N(C(=O)C3CC3)c3ccccc32)S1,i,3.4,1.6,7.9,2.2,-0.1%

Next section:
SMILES | T cell modulator | T cell modulator vesicle-bound % | Myeloid diff MLP | Myeloid diff MLP GFP+ MAC1+ % | Hep lipid drop | Hep lipid drop cells 6.5 µM | WT yeast gro inh | WT yeast gro inh mutant strain | MT stabilize HCS | MT stabilize HCS Hoechst-high % | MT stabilize HCS cytotoxicity % | West Nile antiviral | Insulin prom up | Insulin prom up cell count | Autophagy mod | Autophagy mod cell loss 18 h | b-catenin transl | b-catenin transl cell count 5 µM
O=C(Cc1ccc(Cl)cc1Cl)NCc1cccnc1 | i | 28.7 | i | 0.4 | -22.5 | 694 | · | · | · | · | · | -0.5% | · | · | · | · | · | ·
Cc1ccc(S(=O)(=O)c2ccc(Cl)cc2)cc1S(=O)(=O)N1CCN(C)CC1 | i | 12.8 | i | 7.3 | -7.7 | 781 | 2.7 | -15.6 | 1.5 | 1.6 | 7.3 | -0.3% | 0.2 | 841 | i | -0.3 | 3.6 | 1166
CCCSc1nnc(CSc2nc(C)cc(C)n2)n1C | i | 16.9 | i | 0.3 | 1.6 | 697 | -6.4 | -2.9 | 3.5 | 2.3 | 5.0 | -0.4% | -0.47 | 1292 | i | 18.7 | 0.5 | 1107
Cc1cccc(/N=C/c2c(O)ccc3oc4c(c23)CCCC4)n1 | i | 54.1 | i | 0.4 | 16.1 | 680 | 5.8 | -0.9 | 2.6 | 2.2 | 1.0 | -1.2% | 0.05 | 1267 | i | 2.7 | -3.1 | 544
COc1ccccc1-c1nnc(SC(C(=O)c2c[nH]c3ccccc23)c2ccccc2)n1C (stereo not drawn) | i | 60.2 | i | 0.8 | -26.2 | 650 | 2.1 | -10.5 | 11.3 | 1.2 | 1.1 | 0.8% | 0.79 | 1442 | i | 2.8 | 1.4 | 1126
COc1ccccc1N1C(=O)CC(N2CCN(c3ccc(Cl)cc3)CC2)C1=O (stereo not drawn) | i | 62.9 | i | 0.7 | -28.8 | 771 | · | · | · | · | · | -0.1% | · | · | · | · | · | ·
CCOc1ccc(/C=C/C(=O)c2ccccc2)cc1OC | i | 31.8 | i | 0.2 | -4.1 | 685 | -21.9 | -1.4 | 4.8 | 2.5 | 0.9 | 1.4% | 0 | 1292 | i | 4.4 | 1.9 | 522
Cc1c(CCC(=O)O)c(=O)oc2cc3occ(-c4ccc(Cl)cc4)c3cc12 | i | 46.7 | i | 0.9 | 6.5 | 801 | · | · | · | · | · | 0.1% | · | · | · | · | · | ·
O=C(NCCOc1ccccc1Cl)C(=O)c1c[nH]c2ccccc12 | i | 40.5 | i | 0.1 | -1.6 | 709 | 6.9 | 22.0 | 2.8 | 2.3 | 1.0 | -1.0% | -0.28 | 1244 | i | 19.9 | 0.2 | 1115
Cc1ccc(S(=O)(=O)NC(=O)NCCCCNC(=O)NS(=O)(=O)c2ccc(C)cc2)cc1 | i | 31.4 | i | 0.4 | -0.6 | 798 | 7.6 | 11.8 | 2.8 | 2.1 | 9.3 | 0.9% | 0.43 | 902 | i | -4.2 | · | ·
CCOc1cc(C=O)ccc1OCCCN1C(=O)NC(C)(C)C1=O | i | 9.5 | i | 0.7 | · | · | -22.1 | -11.0 | 3.5 | 1.5 | 2.6 | 0.3% | 0.03 | 976 | i | -2.5 | · | ·
COc1ccc(Cc2nc3ccccc3n2CC(=O)N/N=C/c2ccc(C)cc2O)cc1OC | i | 56.6 | i | 0.6 | -1.9 | 618 | -8.6 | 14.4 | 4.6 | 2.7 | 5.5 | -0.3% | 0.02 | 1247 | i | 4.7 | 0.2 | 981

Screening results from PubChem BioAssay.
